# TRb-SRC2 inh: inhibitors of human thyroid hormone receptor beta-SRC2 interaction; Potency, µM (doses to about 106 µM), without a hit: at the highest dose activity change, negative = inhibition, hits mostly inhibitors; TRbeta-SRC2 peptide binding, fluorescence polarization; receptor liganded with 1 µM T3; actives 0.065% (n = 280,000);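 note: potency is the fitted concentration of half-maximal effect; plate controls were bound peptide for no effect and peptide without receptor for full effect; nearly all actives have a fitted effect of over 50% in size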
#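 Binding of a 20-amino-acid Texas Red SRC2 peptide (20 nM) to TRb ligand-binding domain (0.6 uM) with agonist T3 at 1 uM was followed by fluorescence polarization after a 5 hr room-temperature incubation.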
# GLA spleen mod: inhibitors or activators of human alpha-galactosidase in spleen homogenate; P06280; human spleen homogenate, 4MU-alpha-Gal fluorescence, 40 min; Potency, µM (top dose mostly 80 µM), for the others: at the highest dose activity change, negative = inhibition, hits mostly inhibitors; actives 0.008% (n = 240,000);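 note: potency is the fitted concentration of half-maximal effect; 0% = enzyme with vehicle and -100% = no enzyme basal signal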
#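 Human spleen homogenate (1 ug) as enzyme source, 4-methylumbelliferyl-alpha-D-galactopyranoside 1 mM final, citrate/phosphate pH 5.0 with 0.01% Tween-20. Compounds 40 min at 37C, NaOH/glycine stop; fluorescence Ex 365/Em 440, Hill-fit AC50.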
# TR SRC2 fluor cs: counter-screen for TRb-SRC2 inhibitors: fluorescence interference. AID 1479. actives 0.29% (n = 280,000). TRb/SRC2 Texas Red total fluorescence interference. Potency, µM (series often up to 106 µM), without a hit: top-dose fluorescence change, negative = quenching; active = well fitted curve in either direction with a large enough effect; inconclusive = small, poorly fitted or top-dose-only effect; note: potency is the fitted concentration of half-maximal effect; % is set by controls: 0 for no effect and ±100 for the full control effect
#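 Human TRb ligand-binding domain at 0.6 uM with 20 nM Texas Red SRC2 peptide in Tris buffer containing 1 uM T3 and 5% DMSO, incubated with compound 5 h at ambient temperature. Total fluorescence (555/632 nm) calculated as parallel + 2 × perpendicular.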
# Tau fluor counter: counter-screen for tau fibril formation inhibitors. tau K18 P301L Alexa594 fluorescence, heparin fibrillization. Potency, µM (top dose mostly 57.7 µM), inactives show top-dose activity change, negative = decrease. actives 0.93% (n = 280,000). AID 1463; note: potency is the fitted concentration of half-maximal effect; % is set by controls: 0 for no effect and ±100 for the full control effect; nearly all actives have a fitted effect of over 55% in size
#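 Human tau K18 P301L (15 uM unlabeled, 0.24 uM Alexa 594-labeled) in 100 mM sodium acetate pH 7 with 20 uM heparin, 6 hr at 37 C. ThT 30 uM added, 1 hr ambient; Alexa 594 FP and total fluorescence read at 555/632 nm.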
# CBFb RUNX1 block: CBF-beta/RUNX1 interaction disruption; Q01196+Q13951; AlphaScreen CBFb-His/RUNX1-biotin binding, biochemical; Potency, µM (series often up to 59.8 µM), without a hit: at the highest dose activity, negative = inhibition, actives largely listed as inhibitors; 230,000 tested, under 10 active; AID 1477; note: % of control where 0% means no effect
#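 Read-out: AlphaScreen. Format: His-CBF-beta with biotinylated RUNX1 (30 nM each) preincubated 20 min, compound 15 min, Ni-chelate plus streptavidin beads 90 min; room temperature throughout.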
# Tau FP inhib: tau fibrillization inhibition (FP); K18 P301L tau heparin fibrillization, Alexa594 FP, 6 h; P10636; AID 1468; actives 0.39% (n = 280,000); Potency, µM (doses to about 57.7 µM), inactives show at the top dose activity, negative = inhibition, most hits filed as inhibitors; note: potency is the fitted concentration of half-maximal effect; % is set by controls: 0 for no effect and ±100 for the full control effect; nearly all actives have a fitted effect of over 55% in size
#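 Recombinant K18 P301L […], labeled with Alexa 594 at 0.24 uM over 15 uM unlabeled; heparin inducer 20 uM final; 37 C, 6 hr; FP endpoint.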
# Epigenetic reg: derepresses silenced GFP reporter in murine cells; actives 0.2% (n = 280,000); Potency, µM (top dose mostly 53.9 µM), without a hit: top-dose GFP activation, actives largely listed as activators; AID 1865; murine LDR cells, GFP reporter derepression, 30 h; note: potency is the fitted concentration of half-maximal effect; % of control where 0% means no effect; nearly all actives have a fitted effect of over 60% in size
#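 Derepression of a silenced CMV-GFP reporter in murine LDR cells is scored by enumerating GFP-positive cells with a laser-scanning microplate cytometer after 30 hours of treatment at 37 C.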
# NPSR antag: antagonists of human neuropeptide S receptor cAMP signaling | actives 1% (n = 220,000) | Potency, µM (top dose mostly 38.3 µM), inactives show at the highest dose activity change, negative = inhibition, usual class: inhibitors | CHO-NPSR cells, cAMP TR-FRET, antagonist mode | Q6W5P4; note: potency is the fitted concentration of half-maximal effect; % is set by controls: 0 for no effect and ±100 for the full control effect; nearly all actives have a fitted effect of over 50% in size; many of its hits are not listed in these tables
# Active calls of the source: *; ? = inconclusive; / = not tested or not shown; & = joins results of further samples; [ ] = dose if it differs, or a comment. Unless noted, calls come from the whole dose curve; as a rule, active = well fitted curve in the direction sought with a large enough effect; inconclusive = small, poorly fitted or top-dose-only effect, or another doubt; inactive = no such curve, though single readings can be large; an effect the other way counts as inactive or inconclusive. Only part of the results is shown; the hit share may differ from the screen's.
SMILES,TRb-SRC2 inh,GLA spleen mod,TR SRC2 fluor cs,Tau fluor counter,CBFb RUNX1 block,Tau FP inhib,Epigenetic reg,NPSR antag
CCCC(C(=O)NCc1ccccc1)N(C(=O)Cn1nnc(-c2cccs2)n1)c1ccc2c(c1)OCCO2 (stereo not given),6%,-1%,0%,-4%,3%,0%,-0.8%,-19%[46.1 µM]
Cc1cccc(NC(=S)N/N=C/c2cccc([N+](=O)[O-])c2)c1,2%,2%,1%,-30%,8%,2%,9.2%,-26%[46.1 µM]
Cc1ccc(/C=N/n2c(C3CCCCC3)n[nH]c2=S)s1,-16%,3%,0%,-5%,-1%,6%,0.0%,-11%
CCN(CC)CCC#CC(O)(c1ccccc1)c1ccccc1,6%,-6%,2%,8%,-1%,7%,0.0%,4%[46.1 µM]
CCN(CC)c1ccc(NC(=O)c2ccccc2OCC(=O)OC)cc1,-4%,13%,-2%,8%,-7%,3%,-0.2%,-43%
CCN(CC)S(=O)(=O)c1ccc2c(c1)nc(SCC(=O)N1CCOCC1)n2-c1ccccc1OC,-5%,5%,-7%,-5%,-12%,0%,1.9%,-23%[46.1 µM]
CCN(CC)C(=O)CSc1nc(N)c(C#N)c(-c2cccs2)c1C#N,1%,-2%,0%,-3%,-22%,-2%,-2.0%,-3%[46.1 µM]
CC(C)(C)[Si](C)(C)c1c2c(nc3ccc(OCc4ccccc4)cc13)-c1cccc(=O)n1C2,-9%,-13%,-21%,-4%,-8%,-1%,1.3%,/
CCOC(=O)c1c(C)n(C)c2ccc(O)c(CN3CCC(C)CC3)c12,-1%,3%,-1%,-3%,-3%,6%,-0.8%,-1%[46.1 µM]
COc1ccc(CCNC(=O)C(=O)NCCOc2ccccc2Cl)cc1OC,-2%[53 µM],0%,0%[53 µM],1%,-9%,1%,0.0%,9%
Cc1ccc(NC(=O)NCc2ccc3c(c2)OCO3)c(C)c1,-1%,-7%,-1%,-6%,5%,-1%,4.5%,9%
O=C(COc1ccc(S(=O)(=O)N2CCCC2)cc1Cl)NCc1ccco1,-3%,0%,-1%,-5%,0%,-15%,-1.1%,-20%[46.1 µM]
CCOc1ccc(-n2nc(CO)c(C(=O)NCc3ccccn3)n2)cc1,1%,/,0%,-5%,/,0%,4.0%,/
COc1cccc(-c2csc(N3CCN(CC(=O)Nc4ccc5c(c4)OCO5)CC3)n2)c1,0%,2%,-4%,?,-29%,12%,-1.1%,-29%[46.1 µM]
c1ccc(OCCOCCN2CCOCC2)cc1,-5%,4%,-1%,-4%,3%,3%,-0.2%,-5%[46.1 µM]
COC(=O)[C@@H]1C[C@@H]2CC[C@@H](O)C[C@@H]2N1Cc1ccc(-c2ccccc2)cc1,8%,-1%,-2%,-9%,10%,12%,4.4%,/
O=c1[nH]c2cc3c(cc2cc1C(c1nnnn1CC1CCCO1)N1CCCCCC1)OCO3 (stereo not given),-6%,-2%,-2%,-1%,2%,1%,-0.9%,-26%[46.1 µM]
N#Cc1cc2ccccc2nc1SCc1ccccn1,-7%,-1%,0%,-28%,14%,-7%,0.5%,-28%[46.1 µM]
O=C(NCN1CCc2ccccc2C1)c1cnccn1,-12%,8%,-1%,0%,3%,1%,1.3%,-16%[46.1 µM]
CCOCCCN1CC(C(=O)NCCc2ccccc2)CC1=O (stereo not given),-1%,-1%,-2%,-10%,2%,4%,-1.1%,-9%[46.1 µM]
O=C(c1cccc(C(F)(F)F)c1)N1CCOC12CCN(c1ncc(C(F)(F)F)cc1Cl)CC2,-12%,1%,-2%,-15%,7%,-10%,-1.7%,?
O=C1CCN(C(=O)Nc2ccccc2)N1,-5%,11%,-2%,-16%,0%,-15%,-1.2%,0%[46.1 µM]
O=C(NCCOc1cccc2cccnc12)c1cccs1,4%,-15%,-3%,-5%,10%,0%,-0.4%,-6%
Cc1ccc(SCC(=O)NCCCc2ccccc2)cc1,-5%,3%,-2%,-11%,9%,4%,0.0%,10%
CN[C@@H]1[C@H](O[C@@H]2O[C@H](C)[C@@](O)(CO)[C@H]2O[C@H]2[C@H](O)[C@H](O)[C@H](N=C(N)N)[C@@H](O)[C@@H]2N=C(N)N)O[C@@H](CO)[C@H](O)[C@H]1O,2%,14%,-2%,-10%,6%,-12%,0.1%,/
CCOC(=O)Nc1ccc2nc(Sc3ccc(Cl)cc3)sc2c1,6%,-6%,-2%,?,25%,-19%,-2.8%,-39%
C=CCC1(N(C(C)=O)c2ccccc2C)CCCCC1,1%,-6%,1%,-5%,5%,-3%,-0.4%,44%
CN(C)/C=C1\C(=O)N(c2ccc(Cl)cc2)CS1(=O)=O,-7%,-2%,0%,2%,0%,6%,0.8%,-12%[46.1 µM]
O=C(Nc1ccc(F)cc1)c1sc2cc(C(F)(F)F)cnc2c1-c1cccs1,3%,-1%,-3%,-23%,0%,-5%,2.8%,?
N/C(=N\OC(=O)CCC1CCCCC1)c1ccc([N+](=O)[O-])cc1,-3%,-7%,-2%,?,-1%,14%,-1.1%,-16%[46.1 µM]
COc1ccccc1NC(=O)CSc1nnnn1-c1ccc(C(=O)O)cc1,2%,3%,0%,-13%,7%,1%,-1.0%,2%
COc1ccccc1CN1CCN(C2CCN(C(=O)NC(C)C)CC2)C(=O)C1=O,5%,/,0%,1%,/,1%,-4.6%,/
COc1cc(CNc2cccc(C(=O)O)c2)cc(Br)c1OCC(=O)NC(C)(C)C,1%,8%,-2%,-20%,15%,-11%,0.0%,38%
CC(C)(C)c1cc(=O)[nH]c(SCc2ccccc2)n1,3%,-1%,-1%,1%,-2%,11%,1.0%,25%
Cc1cccc(C)c1NC(=O)N1C(C(=O)O)CSC1C(=O)O (stereo not given),-2%,-11%,-8%,-16%,7%,-13%,1.2%,-9%[46.1 µM]
O=C(c1ccc(Br)s1)N1CCN(C/C=C/c2ccccc2)CC1,-16%,1%,1%,-19%,22%,-2%,0.0%,-10%[46.1 µM]
Cc1cccn2cc(-c3ccc(S(=O)(=O)N4CCCCC4)cc3)nc12,-5%,-5%,-1%,3%[2.34 µM],-6%,-4%[2.34 µM],2.1%,-7%
Cc1ccccc1C(=O)N1CCN(C(c2ccccc2)c2ccccc2)CC1,-1%,6%,1%,-15%,-5%,0%,-3.8%,?
CCc1ccccc1O,3%,10%,1%,/,-9%[21.7 µM],/,/,/
CN1CCN(C(c2ccccc2)c2nnnn2Cc2ccccc2)CC1 (stereo not given),5%,8%,-3%,0%,-4%,6%,0.0%,8%[46.1 µM]
C=CCn1c(-c2cc3cccc(OC)c3o2)n[nH]c1=S,-3%,-1%,-2%,-6%,6%,-5%,1.3%,-14%
CCOc1cc(CNC(=O)c2ccc3c(c2)nc2n3CCCCC2)ccc1OC,0%,/,0%,-2%,/,-6%,-2.7%,/
O=c1oc2ccccc2cc1-c1nnc(-c2cccc(Br)c2)o1,2%,-3%,-3%,-11%,-2%,-3%,0.3%,-5%[7.67 µM]
O=C(CCC(=O)NNC(=O)Nc1ccc(Cl)cc1)NCc1ccccc1,4%,0%,4%,-14%,7%,-2%,-1.1%,8%[46.1 µM]
O=[N+]([O-])c1ccc2nc(SCc3cn4cc(Cl)ccc4n3)[nH]c2c1,-5%,6%,2%,-2%,-2%,8%,0.0%,-18%[46.1 µM]
CCNc1nc(NC(C)CC)nc(Oc2ccc(OCC)nn2)n1 (stereo not given),-9%&-3%,-27%,-2%&3%,-5%&-5%,-5%,-4%&-1%,2.1%&-1.0%,-19%
CCOc1cc(S(=O)(=O)N(CC)CC)ccc1Cl,-1%,0%,3%,-11%,16%,-3%,0.9%,-18%
CC(NC(=O)c1ccccc1Br)c1ccc2c(c1)CCCC2 (stereo not given),-11%,2%,2%,2%,-3%,13%,1.1%,-18%[46.1 µM]
c1cncc(-c2noc(-c3cccc4ccccc34)n2)c1,8%,3%,-1%,-19%,7%,-4%,-1.7%,6%[46.1 µM]
COc1ccc(C2OC(=O)C(C)(C)C(=O)C2(C)C)cc1OC (stereo not given),-1%,2%,0%,0%,6%,-2%,0.1%,4%

# Fetched by compound from the entries so far, three records:
SMILES,TRb-SRC2 inh,GLA spleen mod,TR SRC2 fluor cs,Tau fluor counter,CBFb RUNX1 block,Tau FP inhib,Epigenetic reg,NPSR antag
CCN(CC)CCC#CC(O)(c1ccccc1)c1ccccc1,6%,-6%,2%,8%,-1%,7%,0.0%,4%[46.1 µM]
CC(NC(=O)c1ccccc1Br)c1ccc2c(c1)CCCC2 (stereo not given),-11%,2%,2%,2%,-3%,13%,1.1%,-18%[46.1 µM]
CCc1ccccc1O,3%,10%,1%,/,-9%[21.7 µM],/,/,/

# The results go on:
SMILES,TRb-SRC2 inh,GLA spleen mod,TR SRC2 fluor cs,Tau fluor counter,CBFb RUNX1 block,Tau FP inhib,Epigenetic reg,NPSR antag
Cc1cc(C)nc(N2CCCC(C(=O)NCCc3cccc(F)c3)C2)n1 (stereo not given),2%,-1%,1%,-6%,-2%,6%,-1.0%,-10%[46.1 µM]
Nn1cnc2scc(-c3cccs3)c2c1=O,1%,1%,-5%,-4%,7%,-1%,-0.1%,5%
COc1ccc(CNC(=O)OCCN2CCN(Cc3ccccc3)CCC2=O)cc1,-3%,3%,0%,-3%,-6%,9%,0.1%,-2%
O=C(O)C1=CC(c2ccc(Br)cc2)n2ncnc2N1 (stereo not given),-1%,/,-2%,2%,/,-8%,1.7%,/
COC(=O)CCc1sc(Nc2ccc(Br)cc2)nc1-c1ccc(OC)cc1,8%,5%,6%,8.9µM*[quencher],-14%,9%,-0.1%,-52%
CCOC(=O)C1CCCN(CC(=O)c2c[nH]c3ccc(C)cc23)C1 (stereo not given),9%,7%,-1%,-11%,1%,-9%,3.1%,10%
COc1ccc(C(=O)NCCc2nnc(SCC(=O)Nc3ccccc3C(C)C)n2C)cc1,-5%,4%,-2%,-4%,3%,3%,0.1%,-5%[46.1 µM]
O=C(Nn1c(-c2ccncc2)nc2ccccc2c1=O)c1ccccc1Br,5%,2%,-2%,3%,-5%,-3%,1.7%,10%

# Screening data from PubChem BioAssay.
